# Pf growth 48h: Primary qHTS for delayed death inhibitors of the malarial parasite plastid, 48 hour incubation. P. falciparum luciferase growth in erythrocytes, 48 h. Potency, µM (highest dose often 28.7 µM), for the others: at the highest dose activity change, negative = inhibition, hits mostly inhibitors. 5.9% of 310,000 active; further: potency means the concentration at half of the fitted maximal effect; on the % scale 0 is the no-effect control and ±100 the full control effect
#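 Luminescence readout; reporter = integrated firefly luciferase in P. falciparum. RBC culture at 2% hematocrit, 0.1% parasitemia final, 37 C/5% CO2; decreased signal taken as growth inhibition.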
# CHX counter: Cycloheximide Counterscreen for Small Molecule Inhibitors of Shiga Toxin. cell reporter, cycloheximide protein synthesis inhibition counterscreen. max response, %. 12% of 300,000 active; in the data active means max response mostly above about 13%, no sharp cut-off; inactive means mostly below about 14%; further: read at 38.3 µM for the half of the compounds with a filed dose; 0% is about no effect
# LmPK inhibitor: qHTS Assay for Inhibitors of Leishmania Mexicana Pyruvate Kinase (LmPK). purified LmPK, Kinase-Glo ATP luminescence, 1 h. Potency, µM (series often up to 57.5 µM), without a hit: at the top dose activity change, negative = inhibition, usual class: inhibitors. 0.37% of 290,000 active. AID 1721, 2009; further: potency means the concentration at half of the fitted maximal effect; on the % scale 0 is the no-effect control and ±100 the full control effect
# Target sequence (Q27686 whole entry, looked up): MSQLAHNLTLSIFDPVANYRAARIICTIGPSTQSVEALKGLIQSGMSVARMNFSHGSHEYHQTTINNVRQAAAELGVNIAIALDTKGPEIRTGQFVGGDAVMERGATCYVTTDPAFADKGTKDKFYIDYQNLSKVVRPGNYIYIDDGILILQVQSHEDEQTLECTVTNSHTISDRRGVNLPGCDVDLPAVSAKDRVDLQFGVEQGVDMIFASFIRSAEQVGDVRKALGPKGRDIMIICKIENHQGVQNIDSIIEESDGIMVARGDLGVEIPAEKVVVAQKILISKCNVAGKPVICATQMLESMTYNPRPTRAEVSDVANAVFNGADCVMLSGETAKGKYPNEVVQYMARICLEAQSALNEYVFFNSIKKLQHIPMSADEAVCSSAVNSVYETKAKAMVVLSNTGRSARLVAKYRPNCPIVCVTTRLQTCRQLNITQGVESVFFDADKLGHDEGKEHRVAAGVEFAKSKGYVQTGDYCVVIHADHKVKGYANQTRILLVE
#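 Kinase-Glo luminescence read after 1 h RT reaction of 0.1 nM LmPK with 0.5 mM PEP and 0.1 mM ADP. Activity scaled between uninhibited and enzyme-free controls.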
# Shiga inhibitor: A qHTS for Small Molecule Inhibitors of Shiga Toxin; Vero cells, Shiga toxin protein synthesis inhibition reporter; 9.2% of 290,000 active; inhibition, % at 38.7 µM; in the data active means inhibition mostly above about 28%, no sharp cut-off; inactive means mostly below about 43%; further: 0% is about no effect
# TbPYK inhibitor: qHTS of Trypanosoma Brucei Inhibitors; 0.12% of 410,000 active; Potency, µM (highest dose often 76.8 µM), inactives show at the top dose activity, negative = inhibition, hits mostly inhibitors; pyruvate kinase (Trypanosoma brucei), Q57TT1; TbPYK enzyme, Kinase-Glo Plus ATP luminescence, 45 min; AID 624173, 2012; further: potency means the concentration at half of the fitted maximal effect; on the % scale 0 is the no-effect control and ±100 the full control effect; nearly all actives have a fitted effect of over 50% in size
#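 Readout: single end-point luminescence (Kinase-Glo Plus, 10 min). Reaction conditions were TbPYK/substrate plus 130 uM ADP, 45 min at RT, pH 7.2 TEA buffer. No-enzyme wells served as controls, and data were normalized before concentration-response fitting.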
# Pf growth 96h: Primary qHTS for delayed death inhibitors of the malarial parasite plastid, 96 hour incubation. 6.9% of 320,000 active. P. falciparum luciferase reporter growth, 96 h. Potency, µM (titrated, usually from 28.7 µM), for inactives: at the top dose activity change, negative = inhibition, actives largely listed as inhibitors; further: potency means the concentration at half of the fitted maximal effect; on the % scale 0 is the no-effect control and ±100 the full control effect
#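 Plates of compound plus infected erythrocytes (2% hematocrit, 0.05% parasitemia final) incubate 96 hours, 37 C, 5% CO2. Detection reagent added; reduced luminescence from the parasites' luciferase reporter flags inhibition.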
# AmpC inh no detg: qHTS Inhibitors of AmpC Beta-Lactamase (assay without detergent); 0.52% of 330,000 active; Potency, µM (titrated, usually from 57.1 µM), for inactives: at the top dose activity change, negative = inhibition, hits mostly inhibitors; AID 485341, 2010; AmpC nitrocefin hydrolysis, absorbance 480 nm, 0.0001% Triton; P00811;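 further: potency means the concentration at half of the fitted maximal effect; plate controls were no compound for no effect and no enzyme for full effect; nearly all actives have a fitted effect of over 20% in size; some results filed as inactive show a strong effect at the top dose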
# Target sequence (P00811 whole entry, looked up): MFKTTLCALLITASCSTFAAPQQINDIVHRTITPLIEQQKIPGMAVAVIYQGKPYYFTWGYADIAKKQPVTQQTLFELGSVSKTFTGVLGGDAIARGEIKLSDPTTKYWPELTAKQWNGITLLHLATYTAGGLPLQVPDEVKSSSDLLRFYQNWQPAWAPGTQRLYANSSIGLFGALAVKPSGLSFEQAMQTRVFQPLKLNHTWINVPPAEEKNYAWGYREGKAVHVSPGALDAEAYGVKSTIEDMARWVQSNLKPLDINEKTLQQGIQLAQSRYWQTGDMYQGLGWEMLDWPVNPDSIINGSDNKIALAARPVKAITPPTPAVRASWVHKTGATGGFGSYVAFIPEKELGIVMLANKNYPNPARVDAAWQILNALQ
#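 AmpC (5.3 nM in the dispensed reagent) in 20 mM phosphate pH 7.0 with 0.01% (detergent screen) or 0.0001% Triton X-100 was preincubated with compounds for 15 min at room temperature. Nitrocefin was then added from an 800 uM solution, and hydrolysis was followed at 480 nm.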
# Starred values were filed as active, the others as inactive; ? = inconclusive; . = not tested or not shown; & = joins results of further samples; [ ] = another dose, or the depositor's remark. Unless noted, the call rests on the fitted dose curve; in most records, active means well fitted curve in the direction sought with a large enough effect; inconclusive means small, poorly fitted or top-dose-only effect, or another doubt; inactive means no such curve, though single readings can be large; an effect the other way counts as inactive or inconclusive.
SMILES,Pf growth 48h,CHX counter,LmPK inhibitor,Shiga inhibitor,TbPYK inhibitor,Pf growth 96h,AmpC inh no detg
CN(C)N1C(N)=C(C#N)C(c2ccsc2)C2=C1CCCC2=O (stereo not drawn),?,-5,1%,-3,-2%,9.3µM*,-13%
N/C(=N\OC(=O)CCC1CCCC1)c1ccc(Cl)cc1,47%[activator],9,-3%,17,5%,?,-27%
O=[N+]([O-])c1cc(Cl)c(Cl)c(Cl)c1Cl,25%,.,.,.,-11%,?,-11%
COc1ccc(Cl)cc1N1C(=O)C2CCCN2C1c1ccc(F)c(F)c1 (stereo not drawn),.,-3,-5%,-6,-6%,1%,11%
Cn1nc(C(F)(F)F)c(C(=O)Nc2cccc(C(F)(F)F)c2)c1SCc1ccc(Cl)cc1,1.9µM*,-4,3%,8,-14%,2.6µM*,5%
O=C(NCC1COc2ccccc2O1)c1ccc(NC(=O)c2ccco2)cc1 (stereo not drawn),?,-2,-7%,-3,-23%,2%,-46%
CCC(=O)N/N=C/c1ccc(-c2ccc(Cl)cc2)o1,51%[activator],34*,5%,67*,5%,?,-15%
O=C(c1ccco1)N1CCN(Cc2cc(=O)c(OCc3cccc(Cl)c3)co2)CC1,?,.,.,.,-4%,?,18%
Cn1c(-c2cccs2)[n+](C)c2ccccc21,1µM*,0,1%,2,-4%,-11%,-28%
Cc1ccc(CC(NC(=O)c2ccccc2)C(=O)NC(C)C(=O)O)cc1 (stereo not drawn),.,3,3%,-1,0%,-32%,-15%
Cc1cc(=O)oc2cc(OCCSCCN3CCCC3)ccc12,43%[activator],6,-1%,-2,1%,?,20%
CCN(c1ccc(C)cc1C)S(=O)(=O)c1nnc(NC(=O)C(C)(C)C)s1,10µM*,-3,12%,-11,-8%,?,-14%
CCCNS(=O)(=O)c1cc2c3c(c1)C(C)C(=O)N3CCC2 (stereo not drawn),5%,-4,-4%,14,6%,32%[activator],-1%
O=C1c2ccc(Oc3ccc4c(c3)C(=O)N(CCCO)C4=O)cc2C(=O)N1CCCO,17%,10,0%,-18,-1%,-27%,56%
CC(C)N(Cc1nccn1C)C(=O)c1ccc2oc(CCCc3ccccc3)nc2c1,-25%,4,-11%,-8,2%,25%,215%[activator]
O=C(CNC(=O)c1cccs1)OCC(=O)c1ccccc1Cl,9%,8,-2%,-6,-5%,?,-25%
CCCCn1c(=N)n(CC(=O)c2ccc(Br)s2)c2ccccc21,10µM*,-5,2%,-21,-25%,12µM*,11%
C(=N\N1CCN(c2ccccc2)CC1)/c1ccccc1,47%[activator],14,-3%,21,0%,-2%,-36%
COc1ccc(C(c2sc3nc(C)nn3c2O)N2CCC(C(N)=O)CC2)cc1OC (stereo not drawn),?,-1,2%,-8,-6%,?,1%
CCN(CC(=O)NC(C)C)Cc1nc2c(Br)cc(Br)cc2c(=O)[nH]1,4%,12,-4%,-2,2%,0%,2%
CCCCCCCC1CC(CSc2ncn[nH]2)OC1=O (stereo not drawn),-11%,11,0%,21,3%,20%,-12%
CCC(C)(C)NC(=O)C(c1ccccc1F)N(C(=O)c1ccn[nH]1)c1ccccc1 (stereo not drawn),-24%,-1,2%,-1,-19%,?,-10%
C=CCn1c(CCNC(=O)c2ccccc2F)nnc1SCC(=O)Nc1ccc(OC)cc1,?,-2,2%,17,4%,-26%,16%
COc1ccc2c(c1)cc1c(=O)n(CC(=O)NCCCOC(C)C)nc(C)n12,8%,3,-2%,3,1%&0%,-14%,7%
Cc1ccc(S(=O)(=O)N(C)C)cc1NC(=O)COC(=O)/C=C/c1cnc2ccccc2n1,1%,13,-4%,42,0%,-2%,-26%
Cc1ccc(-c2nnc(SCC(=O)NCCN3C(=O)CSC3=O)n2C)cc1,5%,.,.,.,1%,26%,-11%
CCCNC(=S)Nc1ccc(Br)cc1,15%,16,1%,15,-8%,-27%,-13%
C/C(=N\NC(=O)c1ccc2c(c1)OCO2)c1ccc(NC(=O)CCCC(=O)O)cc1,37%[activator],34*,3%,57*,4%,37%[activator],-18%
CC1=C2C(=O)C3C(CC=C4CC(O)CCC43C)C2CCC12OC1CC(C)CNC1C2C (stereo not drawn),13µM*,-1,4%,-7,1%,?,-9%
CC(=O)c1c(C)nn(C(C)CC(=O)O)c1C (stereo not drawn),4%,-2,0%,-3,-5%,.,-11%
COc1ccccc1C/C(N)=N/OC(=O)/C=C/c1ccccc1,?,22*,0%,53*,0%,?,-26%
Cc1cc2oc(C(=O)Nc3c(C)n(C)n(-c4ccccc4)c3=O)c(C)c2cc1C,-30%,-3,0%,-1,-15%,.,-6%
c1ccc(CCNc2nc(-c3ccccn3)cs2)cc1,?,40*,-9%,86*,-3%,44%[activator],-22%
Cc1cc(C)c(C#N)c(SCC(=O)c2cccs2)n1,73%[activator],19*,1%,61*,-7%,.,-22%
COc1ccc(C2C(C(=O)N3CCN(c4ccc(OC)cc4)CC3)c3ccccc3C(=O)N2C)cc1 (stereo not drawn),?,-3,3%,-25,1%,3%,99%[activator]
O=C(CC1Sc2ccccc2NC1=O)Nc1ccccc1[N+](=O)[O-] (stereo not drawn),-12%,8,0%,4,-8%,-25%,-23%

# One compound at a time (already shown). Order of screens: Pf growth 48h, CHX counter, LmPK inhibitor, Shiga inhibitor, TbPYK inhibitor, Pf growth 96h, AmpC inh no detg
# C/C(=N\NC(=O)c1ccc2c(c1)OCO2)c1ccc(NC(=O)CCCC(=O)O)cc1 reads 37%[activator], 34*, 3%, 57*, 4%, 37%[activator], -18%
# COc1ccc(C2C(C(=O)N3CCN(c4ccc(OC)cc4)CC3)c3ccccc3C(=O)N2C)cc1 (stereo not drawn) reads ?, -3, 3%, -25, 1%, 3%, 99%[activator]
# CCCNC(=S)Nc1ccc(Br)cc1 reads 15%, 16, 1%, 15, -8%, -27%, -13%

# (further entries)
SMILES,Pf growth 48h,CHX counter,LmPK inhibitor,Shiga inhibitor,TbPYK inhibitor,Pf growth 96h,AmpC inh no detg
CCCCCN1CC(=O)N2C(C)c3[nH]c4ccccc4c3C[C@H]2C1=O (stereo partly drawn),-14%,-3,-4%,-4,4%,-19%,16%
COc1ccc(C)cc1S(=O)(=O)N(CC(=O)Nc1cccc([N+](=O)[O-])c1)c1ccc(C)c(C)c1,13µM*,-3,1%,-3,-3%,17%,?
O=C(c1ccco1)N1CCCC(N2CCN(c3cccc(C(F)(F)F)c3)CC2)C1 (stereo not drawn),10µM*,-1,3%,-2,1%,15%,167%[activator]
O=C(N/N=C/c1ccc2c(c1)OCO2)c1ccc(NC(=O)c2ccccc2Cl)cc1,?,12,-4%,25,-3%,-13%,-29%
CCOC(=O)/C(=N/O)C1=NC(C)(C)Cc2cc(C)c(C)cc21,7%,-2,3%,-6,-2%,-11%,23%
CCN(CC)CCCn1c2c(c(SCC(=O)Nc3ccc(C)c(F)c3)nc1=O)CCC2,?,.,.,.,-8%,?,33%
Cc1ccc([C@@H]2[C@@H]3C(=O)N(c4ccccc4)C(=O)[C@@H]3[C@]3(C)C(=O)N(CC4CC4)CC(=O)N23)o1,-5%,-2,-3%,1,-4%,50%[activator],36%
CC(=O)Nc1ccc(NC(=O)C(C)Oc2ccc(Cl)cc2Cl)cc1 (stereo not drawn),?,-2,5%,-12,0%,26%,7%[2.29 µM]
NS(=O)(=O)c1ccc(N=C2C(=O)Nc3ccccc32)cc1,27%,-3,1%,-7,-1%,17%,-3%
O=C(O)CCCC(=O)NCCCc1ccccc1,25%,-4,5%,-2,0%,-22%,-1%
O=C(CNC(=O)c1ccccc1)N/N=C/c1cccs1,44%[activator],-1,2%,30,4%,?,-4%
CCCCCCC1CC(C)(/C(C)=N/NC(N)=O)OC1=O (stereo not drawn),18%,-2,-5%,17,2%,-4%,14%
CCOc1cccc(OCCCOc2cccc3cccnc23)c1,4%,16,0%,23,3%,?,28%
COC(=O)c1cc(S(=O)(=O)Nc2cc(OC)cc(OC)c2)cn1C,30%[activator],-4,-1%,-1,-2%,2%,?
COc1ccc(S(=O)(=O)Nc2ccccc2OC)cc1C,-4%,-3,3%,-8,0%,4%,-56%
CCCNC(=O)CN(c1ccccc1)S(=O)(=O)c1ccc(OC)c(OC)c1,?,0,5%,4,1%,?,12%
S=c1cnc2ccccc2[nH]1,-8%,30*,3%,70,?,2%,-17%
CCOc1ccc(N2CC(NS(=O)(=O)c3cccs3)CC2=O)cc1 (stereo not drawn),-10%,.,.,.,-1%,5%,-15%
COc1cc(NS(=O)(=O)c2cc(C)ccc2OC)c(OC)cc1Cl,-10%,-2,2%,-34,4%,?,2%
Cc1ccccc1NC(=S)Nc1ccccn1,?,26*,4%,52*,-15%,?,-32%
CCN(CC)S(=O)(=O)c1ccc(Cl)c(C(=O)NC(C)C(c2cccs2)N2CCCC2)c1 (stereo not drawn),?,3,4%,0,-7%,?,23%
Nc1cc(Nc2ccccc2)ccn1,?,.,.,.,-10%,?,-19%
COc1ccc(-c2c(C)nn3c(-c4ccccc4)cc(C)nc23)cc1,-17%,6,12%,24,-2%,?,243%[activator]
O=S(=O)(c1cccc(C(F)(F)F)c1)N1CCN(c2ccccc2)CC1,-13%,9,11%,-5,10%,.,-9%

# Next part; it opens with the 5 that closed the last part.
SMILES,Pf growth 48h,CHX counter,LmPK inhibitor,Shiga inhibitor,TbPYK inhibitor,Pf growth 96h,AmpC inh no detg
Cc1ccccc1NC(=S)Nc1ccccn1,?,26*,4%,52*,-15%,?,-32%
CCN(CC)S(=O)(=O)c1ccc(Cl)c(C(=O)NC(C)C(c2cccs2)N2CCCC2)c1 (stereo not drawn),?,3,4%,0,-7%,?,23%
Nc1cc(Nc2ccccc2)ccn1,?,.,.,.,-10%,?,-19%
COc1ccc(-c2c(C)nn3c(-c4ccccc4)cc(C)nc23)cc1,-17%,6,12%,24,-2%,?,243%[activator]
O=S(=O)(c1cccc(C(F)(F)F)c1)N1CCN(c2ccccc2)CC1,-13%,9,11%,-5,10%,.,-9%
Cc1c(/C(O)=C2/C(=O)C(=O)N(CCN(C)C)C2c2ccc(C(C)C)cc2)cnn1-c1ccccc1 (stereo not drawn),-8%,-1,1%,4,-4%,12%,82%[activator]
CC(C)CC1(C)NC(=O)NC1=O (stereo not drawn),64%[activator],7,-6%,-3,-3%,?,-15%
Cc1ccc(C(=O)/C=C/c2ccc(-c3ccc(C)cc3)o2)cc1,39%[activator],15,-20%,13,-13%,?,-34%
COc1ccc(/C=c2/sc3nc(-c4ccccc4)c(-c4ccccc4)n3c2=O)cc1,3%,0,-2%,-11,-2%,9%,-27%
O=C(COc1ccc(S(=O)(=O)NCc2ccccc2)cc1Cl)NCc1ccccn1,-8%,-2,-3%,3,-12%,-4%,-1%
C[C@@H](CN1C(=O)C(=O)NC[C@@H]1C)NC(=O)CC12CC3CC(CC(C3)C1)C2,23%,-1,-1%,-5,0%,15%,-15%
Cc1ccc(NC(=O)COC(=O)C2CC2(Cl)Cl)cc1C (stereo not drawn),20%,31*,-1%,60,5%,49%[activator],-21%

# High-throughput results from PubChem BioAssay.
